Pol iota inh = qHTS for Inhibitors of Polymerase Iota; Potency, µM (highest dose often 115 µM), without a hit: at the top dose activity, negative = inhibition, actives largely listed as inhibitors; AID 588590, 2011; Pol iota fluorescent replication assay, 10 min; 390,000 compounds, 1% hits; note: potency is the fitted concentration of half-maximal effect
Target sequence (Q9UNA4 whole entry, looked up): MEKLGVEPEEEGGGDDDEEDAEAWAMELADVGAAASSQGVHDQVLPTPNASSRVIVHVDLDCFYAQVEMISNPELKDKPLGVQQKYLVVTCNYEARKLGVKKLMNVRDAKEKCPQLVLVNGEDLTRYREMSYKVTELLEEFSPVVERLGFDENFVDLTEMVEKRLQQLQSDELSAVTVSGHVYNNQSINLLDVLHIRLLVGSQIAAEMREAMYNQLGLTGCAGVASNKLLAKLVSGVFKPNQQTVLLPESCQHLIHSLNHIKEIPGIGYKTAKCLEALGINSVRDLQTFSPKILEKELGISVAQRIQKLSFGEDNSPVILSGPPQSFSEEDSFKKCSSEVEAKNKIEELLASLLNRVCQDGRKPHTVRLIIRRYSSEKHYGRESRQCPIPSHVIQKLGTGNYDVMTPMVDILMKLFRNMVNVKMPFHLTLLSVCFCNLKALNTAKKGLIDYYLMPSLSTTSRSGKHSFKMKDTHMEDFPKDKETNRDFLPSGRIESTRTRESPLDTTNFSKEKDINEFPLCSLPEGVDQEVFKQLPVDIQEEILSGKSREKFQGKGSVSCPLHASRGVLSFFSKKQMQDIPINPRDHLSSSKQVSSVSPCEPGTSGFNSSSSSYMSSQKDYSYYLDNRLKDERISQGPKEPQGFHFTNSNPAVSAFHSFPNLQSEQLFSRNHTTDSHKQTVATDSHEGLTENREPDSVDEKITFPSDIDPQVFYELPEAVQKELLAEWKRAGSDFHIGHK
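Fluorescent replication assay read twice, at 0 min and 10 min after adding 50 nM (final) substrate. Enzyme (10 nM) and compounds were first incubated 15 min at room temperature; enzyme-free buffer wells were negative controls.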
POLH inh = qHTS for Inhibitors of Polymerase Eta; DNA polymerase eta (Homo sapiens), Q9Y253; recombinant Pol eta, fluorescent DNA replication assay; Potency, µM (top dose mostly 114 µM), inactives show top-dose activity change, negative = inhibition, most hits filed as inhibitors; 390,000 compounds, 1.2% hits; AID 588591, 2011; note: potency is the fitted concentration of half-maximal effect; % is set by controls: 0 for no effect and ±100 for the full control effect
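Pol eta (10 nM) was preincubated with compounds for 15 min at room temperature, after which fluorescent replication substrate (50 nM final) was added to start the reaction. Fluorescence was read kinetically at 0 and 10 min.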
BLM inh = qHTS Assay for Inhibitors of Bloom's syndrome helicase (BLM); RecQ-like DNA helicase BLM (Homo sapiens), P54132; recombinant BLM DNA unwinding, fluorescence dequenching; Potency, µM (titrated, usually from 56.1 µM), inactives show top-dose activity change, negative = inhibition, actives largely listed as inhibitors; 350,000 compounds, 0.2% hits; AID 2528, 2010;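 note: potency is the fitted concentration of half-maximal effect; plate controls were vehicle for no effect and no enzyme for full effect; nearly all actives have a fitted effect of over 35% in size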
RXFP1 antag = qHTS Assay for Antagonists of the Relaxin Receptor RXFP1; activity change, negative = inhibition, % at 57.5 µM; HEK293-RXFP1, relaxin-stimulated cAMP HTRF, 30 min; hits give low values; Relaxin receptor 1 (Homo sapiens), Q9HBX9; 350,000 compounds, 0.59% hits; AID 1259400, 2018;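 active = activity change of -60% or lower, but not beyond a set lower limit; inconclusive = change between -60% and -40%, or beyond the set limit; inactive = change above -40%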; note: % is set by controls: 0 for no effect and ±100 for the full control effect
Anesthetic bind = qHTS Assay for Identification of Novel General Anesthetics. AID 485281, 2010. Potency, µM (top dose mostly 77.5 µM), inactives show at the top dose activity change, negative = displacement, actives largely listed as inhibitors. 350,000 compounds, 0.074% hits. apoferritin/1-aminoanthracene competitive binding, fluorescence; note: potency is the fitted concentration of half-maximal effect; % is set by controls: 0 for no effect and ±100 for the full control effect; nearly all actives have a fitted effect of over 20% in size
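Concentration-response curves derived by four-parameter Hill fitting of normalized fluorescence, where compounds displaced 1-AMA from 10 uM horse apoferritin following a brief 10 min room-temperature incubation; propofol titration acted as positive control.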
PGK inhibitor = qHTS Assay to Find Inhibitors of Phosphoglycerate Kinase | Phosphoglycerate kinase, glycosomal (Trypanosoma brucei brucei), P07378 | PGK/GAPDH coupled, Kinase-Glo luminescence, 60 min | Potency, µM (titrated, usually from 57.5 µM), for inactives: at the highest dose activity change, negative = inhibition, most hits filed as inhibitors | 380,000 compounds, 0.043% hits | AID 602233, 2012; note: potency is the fitted concentration of half-maximal effect; % is set by controls: 0 for no effect and ±100 for the full control effect; nearly all actives have a fitted effect of over 60% in size
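Luminescent ATP detection (Kinase-Glo Plus) follows a 60-minute room-temperature incubation, with wells lacking PGK as controls. Buffer: 100 mM TEA (pH 7.6), 5 mM MgCl2, 0.01% Tween-20. Coupling enzyme GAPDH (100 nM final) supplies unstable 1,3-BPG in-well.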
Pol beta inh = qHTS Assay for Inhibitors of DNA Polymerase Beta | P06746 | Pol beta primer extension/strand displacement, fluorescence kinetic | Potency, µM (titrated, usually from 114 µM), for the others: at the highest dose activity change, negative = inhibition, hits mostly inhibitors | 340,000 compounds, 1.3% hits | AID 485314, 2010; note: potency is the fitted concentration of half-maximal effect; % is set by controls: 0 for no effect and ±100 for the full control effect
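Pol beta (10 nM) was preincubated with compound for 15 min at room temperature. The reaction was then started with 50 nM substrate and read immediately and after a further 10 min at room temperature.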
APE1 inh = qHTS Assay for Inhibitors of the Human Apurinic/apyrimidinic Endonuclease 1 (APE1); Potency, µM (top dose mostly 65.8 µM), without a hit: at the top dose activity change, negative = inhibition, actives largely listed as inhibitors; DNA repair nuclease/redox regulator APEX1 (Homo sapiens), P27695; 350,000 compounds, 0.35% hits; recombinant APE1, TAMRA/BHQ-2 abasic DNA cleavage fluorescence;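 note: potency is the fitted concentration of half-maximal effect; plate controls were vehicle for no effect and reference inhibitor for full effect; nearly all actives have a fitted effect of over 55% in size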
Target sequence (P27695 whole entry, looked up): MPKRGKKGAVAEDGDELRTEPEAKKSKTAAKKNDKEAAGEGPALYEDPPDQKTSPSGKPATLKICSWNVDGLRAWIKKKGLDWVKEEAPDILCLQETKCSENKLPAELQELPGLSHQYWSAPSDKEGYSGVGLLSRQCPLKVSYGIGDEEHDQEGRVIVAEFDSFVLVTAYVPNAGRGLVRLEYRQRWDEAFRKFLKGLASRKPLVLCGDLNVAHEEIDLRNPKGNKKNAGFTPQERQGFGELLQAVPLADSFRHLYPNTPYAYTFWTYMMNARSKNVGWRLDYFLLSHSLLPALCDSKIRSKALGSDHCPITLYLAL
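Endonuclease cleavage of a quenched abasic-site DNA duplex (50 nM) by APE1 (0.75 nM) was tracked by TAMRA dequenching. Compounds were preincubated with enzyme 15 min at room temperature; data normalized to buffer-only and DMSO wells plus NSC13755 control.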
Pol kappa inh = qHTS for Inhibitors of Polymerase Kappa | 400,000 compounds, 0.53% hits | purified Pol kappa, fluorescent DNA synthesis assay, 10 min | AID 588579, 2011 | Potency, µM (top dose mostly 107 µM), for inactives: at the highest dose activity, negative = inhibition, usual class: inhibitors; note: potency is the fitted concentration of half-maximal effect; % is set by controls: 0 for no effect and ±100 for the full control effect
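10 nM Pol kappa preincubated 15 min at room temperature with compounds, then reaction started with substrate at 50 nM final. Fluorescence read kinetically at 0 and 10 min; buffer-only wells served as negative control.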
Active calls of the source: *; i = inactive; u = inconclusive; x = no result given; [ ] = another dose, or the depositor's remark. Unless noted, calls come from the whole dose curve; as a rule, active = well fitted curve in the direction sought with a large enough effect; inconclusive = small, poorly fitted or top-dose-only effect, or another doubt; inactive = no such curve, though single readings can be large; an effect the other way counts as inactive or inconclusive. Not all compounds are listed (hit frequency here may not be typical).

SMILES | Pol iota inh | POLH inh | BLM inh | RXFP1 antag | Anesthetic bind | PGK inhibitor | Pol beta inh | APE1 inh | Pol kappa inh
CCCCCCNC(=O)Cc1c(O)c2ccccc2[nH]c1=O | -9% | 4% | 0% | 8 | 4% | -5% | -6% | 5% | -28%
COC(=O)c1ccc(C(c2c(C)n(C)n(-c3ccccc3)c2=O)c2c(C)n(C)n(-c3ccccc3)c2=O)cc1 | -14% | -7% | -3% | -6 | -6% | i | -25% | 4% | 5%
O=C(CN(C(=O)CCC(=O)Nc1nccs1)c1ccccc1F)NCc1ccccc1 | 12% | -7% | -2% | 1 | -8% | -7% | 27% | 21% | -12%
O=C(CN(CCc1ccccc1)S(=O)(=O)c1ccc(Cl)cc1)N/N=C/c1ccc2c(c1)OCO2 | 14% | -4% | 0% | x | -11% | -2% | 0% | 0% | -2%
CCOc1ccc(NC(=O)Cn2c(=O)n(CC(=O)NCCc3ccccc3)c(=O)c3sccc32)cc1 | -3% | 20% | -2% | -8 | -8% | -8% | 24% | x | 9%
Cc1nn(CC(=O)NCCc2ccccc2)c(=O)c2cc3occc3n12 | -3% | 5% | 4% | -31 | -6% | 2% | 57% | -5% | 2%
O=C(Nc1cc(Cl)ccc1F)C1=COCCO1 | 10% | -9% | x | 14 | x | -2% | x | 37% | -1%
CC(=O)O[C@@H]1[C@@H](O)CN[C@@H]1Cc1ccccc1 | -9% | x | 4% | x | 6% | x | x | 9% | 2%
CC(C)(CN1CCc2ccccc2C1)NS(=O)(=O)c1ccccc1 | 31%[activator] | -12% | -1% | -7 | -8% | -2% | 4% | 3% | -9%
O=C(c1ccc(Cl)cc1)n1cnc2ccccc21 | -10% | 3% | -1% | -4 | -3% | i | 16% | 7% | 7%
CC(CNC(=O)C(C)(C)C)NC(=O)C(C)(C)C (stereo not given) | 0% | -14% | -2% | 0 | 0% | -9% | 21% | 0% | -7%
Cc1ccc(OCc2nnc(SCC(=O)N3CCc4ccccc43)n2C)cc1 | u | -5% | x | -3 | x | 0% | x | x | 3%
COc1ccc(/C=C(\NC(=O)c2cccs2)C(=O)NC(C)(C)C)cc1OC | -10% | -4% | 0% | 4 | -7% | x | u | 30% | 6%
O=C(COc1ccc(F)cc1)Nc1ccc2nc(SCC(=O)N3CCCC3)sc2c1 | 25% | -5% | -7% | 2 | 135%[activator] | i | u | x | -11%
O=C(NCc1ccc(Cl)cc1)C1CCC(CNc2c(N3CCCC3)c(=O)c2=O)CC1 (stereo not given) | 26% | -13% | 1% | -8 | -2% | -14% | -2% | 10% | 7%
CC1CCCN(CCCNC(=O)CN2C(=O)COc3ccc(S(=O)(=O)N4CCOCC4)cc32)C1 (stereo not given) | -15% | 0% | -1% | u | 2% | 3% | 35%[activator] | 18% | -8%
COc1ccc2oc(=O)c(/C(C)=N/Nc3nc(-c4cc(C)ccc4C)cs3)cc2c1 | 16% | -10% | -6% | -15 | 16% | i | -1% | 7% | 1%
O=C(NCCCN1CCCC1=O)[C@H](CSCc1ccccc1)N1Cc2ccccc2C1=O | 17% | -6% | -1% | -5 | -5% | -8% | 14% | 1% | 12%
CS(=O)(=O)c1sc2nc(-c3cccs3)cc(-c3ccccc3)c2c1N | u | 11% | -2% | -15 | -2% | i | u | -3% | -7%
CCC1CCCCN1CC(=O)Nc1cc(C)nn1-c1nc(C)cc(C)n1 (stereo not given) | 47%[activator] | -13% | 0% | 15 | -22% | -8% | -1% | 2% | -6%
COc1ccc2nc(N(Cc3cccnc3)C(=O)COc3ccccc3)sc2c1 | 10% | -11% | -6% | -7 | 7% | 8% | 3% | x | -8%[60.1 µM]
COC(=O)[C@@]1(Cc2ccc(OC)cc2)[C@H]2c3cc(C(=O)N4CCCC4)n(Cc4c(CO)[nH]cc(C)c4=O)c3C[C@H]2CN1C(=O)c1ccccc1 | 43%[activator] | u | 2% | x | 6% | -7% | x | 8% | 0%
CC(=O)Nc1ccc(N2CCN(c3ccc(C(F)(F)F)cn3)CC2)nc1 | 19% | -7% | -5% | 12 | -2% | -9% | 3% | 2% | 1%
Nc1n[nH]c(C2CC2)c1N=Nc1ccc(Cl)c(Cl)c1 | -15% | -11% | -8% | -15 | u | -13% | 7% | -1% | -4%
COc1cc(N)c(Cl)cc1C(=O)OCC(=O)NCC1CCCO1 (stereo not given) | 24% | -2% | x | -10 | x | -8% | x | 17% | -8%

Look-ups from the results shown.
Anesthetic bind with COC(=O)[C@@]1(Cc2ccc(OC)cc2)[C@H]2c3cc(C(=O)N4CCCC4)n(Cc4c(CO)[nH]cc(C)c4=O)c3C[C@H]2CN1C(=O)c1ccccc1 : 6%
Pol beta inh with CC(CNC(=O)C(C)(C)C)NC(=O)C(C)(C)C (stereo not given) : 21%
Pol kappa inh with O=C(NCc1ccc(Cl)cc1)C1CCC(CNc2c(N3CCCC3)c(=O)c2=O)CC1 (stereo not given) : 7%
Pol beta inh with CC1CCCN(CCCNC(=O)CN2C(=O)COc3ccc(S(=O)(=O)N4CCOCC4)cc32)C1 (stereo not given) : 35%[activator]
Pol kappa inh with CCCCCCNC(=O)Cc1c(O)c2ccccc2[nH]c1=O : -28%
Pol kappa inh with COC(=O)c1ccc(C(c2c(C)n(C)n(-c3ccccc3)c2=O)c2c(C)n(C)n(-c3ccccc3)c2=O)cc1 : 5%

Structural class: the compounds so far containing fluorine
SMILES | Pol iota inh | POLH inh | BLM inh | RXFP1 antag | Anesthetic bind | PGK inhibitor | Pol beta inh | APE1 inh | Pol kappa inh
O=C(CN(C(=O)CCC(=O)Nc1nccs1)c1ccccc1F)NCc1ccccc1 | 12% | -7% | -2% | 1 | -8% | -7% | 27% | 21% | -12%
O=C(Nc1cc(Cl)ccc1F)C1=COCCO1 | 10% | -9% | x | 14 | x | -2% | x | 37% | -1%
O=C(COc1ccc(F)cc1)Nc1ccc2nc(SCC(=O)N3CCCC3)sc2c1 | 25% | -5% | -7% | 2 | 135%[activator] | i | u | x | -11%
CC(=O)Nc1ccc(N2CCN(c3ccc(C(F)(F)F)cn3)CC2)nc1 | 19% | -7% | -5% | 12 | -2% | -9% | 3% | 2% | 1%

Continued.
SMILES | Pol iota inh | POLH inh | BLM inh | RXFP1 antag | Anesthetic bind | PGK inhibitor | Pol beta inh | APE1 inh | Pol kappa inh
COc1ccc(CCNC(=O)C2CCN(C(=O)c3cccc(Cl)c3)CC2)cc1OC | 15% | -10% | -3% | 2 | 0% | -4% | 11% | 14% | 1%
CCOC(=O)N1CCc2c(sc3c2c(=O)n(CCc2ccccc2)c(=O)n3CC(=O)Nc2ccc(C)cc2)C1 | 25% | -15% | -1% | 9 | -7% | -7% | 11% | x | 1%
Cc1ccc(OC(=O)c2oc3ccc(F)cc3c2C)c(C)c1 | 4% | -11% | -9% | -31 | u | -2% | 18% | 9% | 0%[60.1 µM]
CCCSC(=S)NC1CCS(=O)(=O)C1 (stereo not given) | -23% | -7% | 0% | -18 | -6% | -14% | 7% | -1% | 1%
CCc1ccc(N2CC(C(=O)Nc3ccc4c(c3)OCCO4)CC2=O)cc1 (stereo not given) | 25% | -6% | -4% | -10 | u | i | 1% | 24% | -1%
CSCCC(NC(=O)COc1ccccc1)C(=O)Nc1ccc(C)cc1 (stereo not given) | 120%[activator] | -9% | -5% | -4 | 0% | 6% | 22% | u | -5%
O=C(COC(=O)c1n[nH]c2ccccc12)Nc1ccccc1 | 23% | 4% | -2% | -18 | -19% | -6% | 6% | -6% | -5%
Cc1ccc(NC(=O)Nc2ccccc2OCc2cc(=O)n3ccccc3n2)c(Cl)c1 | 11% | -6% | -10% | 3 | -10% | 5% | -9% | x | -10%[60.1 µM]
O=C(O)c1ccccc1CSc1nc2ccccc2s1 | 23% | 7% | 3% | -12 | -7% | i | 1% | 27% | -5%
CCC(=O)NC(=S)Nc1cc(C(=O)O)ccc1OC | -4% | -13% | -9% | 4 | -2% | -6% | 1% | 6% | -9%
CCC(C)NC(=O)CC1Oc2ccc(Cl)cc2NC1=O (stereo not given) | -25% | -9% | -5% | 22 | -4% | i | -13% | -1% | 0%
Cc1ccc(NC(=O)c2ncn(CCCN(C)CCc3ccccn3)n2)cc1C | -8% | -9% | x | x | x | i | x | x | 9%
CC(C)(C)c1csc(N(CCC#N)CCC#N)n1 | 9% | -8% | -4% | 4 | -12% | -1% | -9% | -2% | -9%
NCCCC[C@@H](C(=O)N1CCNCC1)n1cc(CN)nn1 | 14% | -9% | x | x | x | 1% | x | 13% | -8%
COc1ccc(-c2cc(C(F)(F)F)n3ncc(C(=O)N4CCc5ccccc5C4)c3n2)cc1 | 198%[activator] | -18% | -6% | -3 | 3% | -3% | 2% | -2% | -19%
C/C(=C\c1ccccc1)C(=O)Nc1cc(C)on1 | 0% | 7% | -1% | -16 | u | 5% | -31% | 4% | 0%
O=C(NCc1cccnc1)c1ccc(S(=O)(=O)N2CCOCC2)cc1 | 24% | 5% | -2% | 5 | -7% | x | 3% | 1% | 2%
COc1ccc(OC)c(CCNC(=O)c2ccc3c(=O)[nH]c4c(C(=O)NC(C)C)sc(=S)n4c3c2)c1 | -13% | 16µM* | -23% | 7 | -1% | -1% | 8% | u | -16%
Cc1cccc(NC(=O)c2nc[nH]c2C(=O)NCCCCCCNC(=O)c2[nH]cnc2C(=O)Nc2cccc(C)c2)c1 | 23% | -9% | x | x | x | 3% | x | 2% | -2%
CCN1CCN(C(=O)N2CCOCC2)CC1 | 4% | -4% | 3% | -32 | -1% | -9% | 36% | 4% | -5%
COc1ccc(/C(C)=N/NC(=O)CNC(=O)/C=C\c2ccco2)cc1 | 50µM* | 0% | -20% | -5 | u | -10% | 25µM* | u | 1%[60.1 µM]
